HT1080 cytotoxicity: cytotoxicity in HT1080 fibrosarcoma cells, cell-based, fluorescence readout (AID 620). HT1080 viability, fluorescence; higher % means a stronger effect. cytotoxicity, % at 10 µM; hits with a dose series show EC50 in µM. 0.42% of 87,000 active; in the data active = cytotoxicity above about 50%;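 note: cells exposed to compound overnight then 4 h with Alamar Blue; 0% = vehicle DMSO and 100% = killing control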
Active calls of the source: *. This is a subset (hit frequency here may not be typical).

The first six records, to show the layout:
smiles | HT1080 cytotoxicity
CNC(=O)C1(C)C=CCN1C(=O)c1ccccc1 (stereo unspecified) | -21.3%
Cc1cccc(/C=N/n2c(C)nnc2C)c1 | -5.9%
CCN(CC)C(=O)CSc1ncnc2c1cnn2-c1ccccc1 | -6.9%
CC1CCN(CC(=O)N2CCCc3c2c(=O)oc2ccc(OCc4ccccc4)cc32)CC1 | -4.8%
Cc1cccc(NCc2cc(Cl)ccc2O)n1 | 10.1%
COC(=O)CNC(=O)c1ccccc1F | -14.3%

The listing (from the top)
smiles | HT1080 cytotoxicity
CNC(=O)C1(C)C=CCN1C(=O)c1ccccc1 (stereo unspecified) | -21.3%
Cc1cccc(/C=N/n2c(C)nnc2C)c1 | -5.9%
CCN(CC)C(=O)CSc1ncnc2c1cnn2-c1ccccc1 | -6.9%
CC1CCN(CC(=O)N2CCCc3c2c(=O)oc2ccc(OCc4ccccc4)cc32)CC1 | -4.8%
Cc1cccc(NCc2cc(Cl)ccc2O)n1 | 10.1%
COC(=O)CNC(=O)c1ccccc1F | -14.3%
COC(=O)CNC(=O)C(C)(C)Oc1ccc(Cl)cc1 | 8.5%
O=c1[nH]nc(Cc2ccc3ccccc3n2)c2ccccc12 | 29.9%
COC(=O)/C(C(C)=O)=C(\C=C\N(C)C)N(C)C | 6.2%
Clc1ccc(-n2nnnc2-c2cnc(-c3ccccn3)nc2-c2cccs2)cc1 | 5.8%
CCOn1c(=O)c(-c2ccc(Cl)cc2)[n+]([O-])c2ccccc21 | 20.9%
COC(=O)N(C)c1ccccc1C(=O)N1CCOCC1 | -1.8%
CCCCNc1nc2ccccc2[nH]1 | -10.2%
CC1CCN(S(=O)(=O)c2ccc(C(=O)NCc3ccc4c(c3)OCO4)cc2)CC1 | -8.5%
Clc1ccc(/C=N/c2c(-c3ccco3)nc3ccccn23)cc1 | 27.3%
CC(N=Cc1ccccc1O)c1ccccc1 (stereo unspecified) | -0.2%
COc1nn(C(C)C(=O)N2N=C(C(F)F)CC2(O)C(F)F)cc1[N+](=O)[O-] (stereo unspecified) | 25.9%
CCSc1nc(C)c(C(C)=O)cc1C#N | -10.2%
CS(=O)(=O)N(CC(=O)NCCc1ccccc1)C1CCCCC1 | -16.1%
O=C(Oc1ccc(F)cc1C(=O)/C=C/c1cccs1)c1cccc([N+](=O)[O-])c1 | 21.4%
Cc1ccc(C(=O)OCC(=O)NC(=O)c2cccn2C)cc1 | -6.7%
CC(=O)c1cccc(NC(=O)c2ccc(N(Cc3ccccc3C)S(C)(=O)=O)cc2)c1 | 3.4%
CCOC(=O)N1CCN(C(=O)C2CCN(S(=O)(=O)c3ccccc3)CC2)CC1 | -5.3%
COC(=O)[C@@H]1C[C@@]2(O)[C@@H](O)[C@@H](O)[C@@H](O)C[C@H]2N1Cc1ccc(C)s1 | 18.2%
Cc1cc(C)n(CCSCC(=O)O)n1 | -7.8%
COCCn1cnc2c1c(=O)n(CC(=O)Nc1cc(C)on1)c(=O)n2Cc1ccccc1 | 1.4%
N#Cc1ccc(C23CC4(C2)[C@H](CN(CC2CCCCC2)[C@@H]4c2ccccc2)C3c2ccc(Cl)nc2)cc1 (stereo partly specified) | 8.0%
CC(Oc1ccc(Cl)cc1)C(=O)NCCCn1ccnc1 (stereo unspecified) | 17.8%
CC(C)OC(=O)C1C(=O)CC(C)(O)C(C(=O)OC(C)C)C1c1ccc(F)cc1 (stereo unspecified) | -17.3%
COC(=O)[C@@H]1C[C@@]2(O)[C@H](O)[C@H](O)[C@H](O)C[C@H]2N1Cc1cccc2ccccc12 | 5.1%

3 records drawn at random from the list so far, as already listed:
smiles | HT1080 cytotoxicity
CC(=O)c1cccc(NC(=O)c2ccc(N(Cc3ccccc3C)S(C)(=O)=O)cc2)c1 | 3.4%
CC(N=Cc1ccccc1O)c1ccccc1 (stereo unspecified) | -0.2%
COC(=O)[C@@H]1C[C@@]2(O)[C@@H](O)[C@@H](O)[C@@H](O)C[C@H]2N1Cc1ccc(C)s1 | 18.2%

Remaining list, next part
smiles | HT1080 cytotoxicity
CNC(=O)C1CC(=O)N(CCc2ccc(OC)cc2)C(=Nc2ccc(OC)cc2)S1 (stereo unspecified) | 5.5%
CN(Cc1ccccc1)S(=O)(=O)c1cccc2cccnc12 | 18.8%
CCCNC(=O)C1CNc2ccccc2O1 (stereo unspecified) | -5.2%
Cn1c(SCC(=O)N2CCOCC2)nc(O)cc1=O | 1.2%
Cc1ccc(-c2nnc(SCC(=O)NCC3CCCO3)n2C)cc1 (stereo unspecified) | 8.4%
CCOc1ccc(NC(=O)CSCc2cnn(-c3ccccc3)c2-n2cccc2)cc1 | -7.0%
CC(C)NC(=O)c1ccc(-c2cccc(C(F)(F)F)c2)o1 | -10.6%
CCCCNC(=S)NNC(=O)C12CC3CC(CC(C3)C1)C2 | -11.1%
CCOc1ccc(NC(=O)CN(Cc2ccccc2)S(C)(=O)=O)cc1 | 1.1%
CCc1ccc(NC(=O)c2ccc3ncsc3c2)cc1 | -16.7%
CCOc1ccc(C2NC(=O)NC(C)=C2C(=O)OC)cc1C (stereo unspecified) | -13.9%
Cc1cc(-c2ccccc2)nc(N2CCC(C(=O)NCc3ccccc3Cl)CC2)n1 | -12.4%
COCCNc1nc(SCc2ccccc2)nc2sc3c(c12)CCC3 | 7.4%
COc1ccc(CCNC(=O)CCC2COc3ccccc3O2)cc1OC (stereo unspecified) | -2.6%
COc1ccccc1OC(=O)CN1C(=O)c2ccccc2C1=O | -9.5%

(further entries)
canonical_smiles	HT1080 cytotoxicity
Brc1ccc(OCCCN2CCOCC2)cc1	-15.2%
COc1ccc(CCNS(=O)(=O)c2ccc(N3CCCC3=O)cc2)cc1	-12.5%
O=C(CSC1=NCCS1)N1CCN(c2ccc(Cl)cc2)CC1	-12.6%
O=C(Cn1cnc([N+](=O)[O-])c1)Nc1cc(Oc2ccc(Cl)cc2Cl)cc([N+](=O)[O-])c1	13.1%
COC(=O)[C@@]1(Cc2ccc(OC)cc2)[C@H]2c3cc(C(=O)N4CCCC4)n(CCc4c[nH]c5cc(F)ccc45)c3C[C@H]2CN1C(=O)c1ccccc1	-28.2%
O=C1C2C3c4ccccc4C(c4ccccc43)[C@@H]2c2nc3ccccc3n21 (stereo partly specified)	-7.1%
COCCNC(=O)C(c1ccccc1C)N(C(=O)Cn1nnc2ccccc21)c1cccnc1 (stereo unspecified)	-5.6%
CCCc1cc(=O)[nH]c(SCC(=O)c2cc(C)n(C)c2C)n1	23.5%
O=C(c1cccc(Br)c1)N1CCN(C(=O)N2CCOCC2)CC1	8.0%
Cc1ccc(-c2nn(-c3ccccc3)cc2CO)o1	23.5%
O=C(CCc1ccccc1)NCC#CC(O)c1ccc(Br)cc1 (stereo unspecified)	-10.2%
Cc1cccc(NS(=O)(=O)c2cnc[nH]2)c1	6.3%
CCN1C(=O)[C@@H]2[C@H](C1=O)[C@@H]1C[C@H]3C(=O)N(CC)C(=O)[C@H]3[C@@H]3C1=C(C(=O)N1C(=O)OC(=NCC4CC4)[C@]31C)[C@@H]2C	-4.7%
O=C(CNS(=O)(=O)c1ccccc1)Nc1ccc(C(F)(F)F)cc1	14.5%
O=C(NCCc1ccccc1)c1nc2nc(-c3cccs3)cc(C(F)(F)F)n2n1	4.2%
S=C(NCCN1CCOCC1)N/N=C/c1c2ccccc2cc2ccccc12	-10.0%
CCOC(=O)c1c(C)[nH]c(C(=O)CSc2nnc(C3CC3)n2N)c1C	-14.9%
O=C(c1ccco1)N1CCN(C(=O)C2CCCN(S(=O)(=O)c3cccc4nsnc34)C2)CC1 (stereo unspecified)	1.2%
CCN(CC)CCNc1nc2cc(OC)c(OC)cc2c2nc(-c3ccccc3)nn12	11.8%
Cc1ccc(C)n1NC(=O)c1ccc(O)cc1	11.3%
CNC(=O)[C@H](C)[C@H]1C[C@]1(C)[C@H](NC(=O)OCc1ccccc1)c1ccccc1	6.0%
O=C(CSc1nc2cc3ccccc3cc2[nH]1)Nc1ccc(F)cc1	-21.5%
Cc1cccc(-c2noc(CCC(=O)NCC3CCCO3)n2)c1 (stereo unspecified)	-7.2%
Cc1ccccc1NC(=O)Cc1ccccc1	-6.3%
Cc1ccc(OCCCSc2ncccn2)cc1C	-5.7%
COc1c(Cl)cc(C(=O)Nc2ccc(Cl)cn2)cc1Cl	-7.1%
FC(F)(F)C1=CC(c2ccccc2)=NCCN1	-2.8%
CCS(=O)(=O)c1ccc2oc(SCC(=O)N3c4ccccc4CC3C)nc2c1 (stereo unspecified)	33.9%
CCOC(=O)c1cccnc1SCC(=O)NCc1ccccc1	0.7%
COC(=O)c1cn(-c2ccccc2)c(C)c1C(=O)OC	1.6%
CC1CCCCN1Cc1nc2ccccc2c(=O)[nH]1 (stereo unspecified)	5.7%
O=C(Nn1cnnc1)C1CCCN1S(=O)(=O)c1ccc(F)cc1 (stereo unspecified)	15.5%
Oc1ccc(CN2CCN(c3ccccc3)CC2)c2cccnc12	-1.0%
O=c1[nH]c(NCCO)nc2c1C1(CCCC1)Cc1ccccc1-2	7.2%
Cc1cc2nc(C)n(CCCNC(=O)Nc3cccc4ccccc34)c2cc1C	-15.5%
COc1ccc(NC2=Nc3ccccc3N3C2=Nc2c(c(C)nn2-c2ccc(C)cc2)C3c2cccnc2)cc1 (stereo unspecified)	-6.6%
CN(CCO)c1cc(Sc2nc3ccccc3s2)c2nonc2c1[N+](=O)[O-]	-11.0%
CCCCN(C(=O)Nc1ccc(Cl)cc1)C1CCN(C(C)=O)CC1	-17.8%
COc1ccccc1NC(=O)c1ccccc1NC(=O)c1cc(Cl)ccc1NC(=O)c1ccco1	-6.2%
Cc1ccc(OCc2cc(C(=O)Nc3ccccc3)oc2C)cc1	-1.5%
O=C(CN1CCCCCC1)Nc1ccccc1F	-0.7%
CN(C)CC(=O)c1c[nH]c2ccccc12	-5.2%
Cc1ccc(OCCNC(=O)C2CC(=O)N(c3ccc(C)cc3)C2)cc1 (stereo unspecified)	3.0%
CC1CCCCC1NC(=O)COC(=O)c1ccccn1 (stereo unspecified)	-4.9%
O=C(Nc1ccc(SC(F)F)cc1)c1cccc2nc3ccccc3nc12	-2.5%
C=C(C)COc1ccc(-c2n[nH]c(C)c2-c2ccc(Br)cc2)c(O)c1	50.7%*
Oc1ccccc1/C=N/NC1=NCCCCC1	-11.2%
C=CCNC(=O)CN(c1ccccc1OCC)S(=O)(=O)c1ccc(C)cc1	-4.0%
N#Cc1ncc(C(F)(F)F)cc1Sc1ccc(N)cc1	-9.8%
COc1ccc(-c2cnn(C3CCS(=O)(=O)C3)c2N)cc1 (stereo unspecified)	-2.5%
CC(C)[C@H](NC(=O)OC(C)(C)C)C(=O)N/N=C/c1cccc2nccnc12	-5.9%
COc1ccccc1S(=O)(=O)Nc1cccc(-c2nnc3n2CCCCC3)c1	-5.2%
CCC(C)NC(=O)c1ccc(CS(=O)(=O)Cc2ccc(Cl)cc2)o1 (stereo unspecified)	-5.0%
CCNC(=S)NNC(=O)c1csc(CC)c1	-16.6%
CC(C)c1ccc(C2C3CSCC=C3C(C#N)=C(N)C2(C#N)C#N)cc1 (stereo unspecified)	29.9%
CCOC(=O)CC(=O)CSc1nc2cc(C)ccc2cc1C	-8.8%
Cc1ccc(OCCCn2cc(C#N)c3ccccc32)cc1	1.6%
CCOC(=O)C1(C)NC(c2ccco2)C2C(=O)N(c3ccc(C)cc3)C(=O)C21 (stereo unspecified)	-6.9%
COC(=O)Cc1cc(=O)n2[nH]c(C(F)(F)F)nc2n1	-6.1%
Cc1ccc(-c2cc(C(=O)Nc3ccccc3C)c3ccccc3n2)o1	5.6%

Following part
canonical_smiles	HT1080 cytotoxicity
CC(C)C(=O)Nc1cccc(-c2nc3ccccc3c(=O)o2)c1	24.9%
Cc1cc(NC(=O)c2ccco2)ccc1NC(=O)Cc1cccs1	-12.7%
COc1ccc(-c2csc(NC(=O)CSc3nc(C)cs3)n2)cc1	-18.4%
O=C(c1ccc(N2CCN(C3CC(=O)N(c4ccc(F)cc4)C3=O)CC2)cc1)c1cccnc1 (stereo unspecified)	-1.9%
CC(C)OCCCNC(=O)C(C)Oc1ccccc1 (stereo unspecified)	18.4%
Cc1ccc(Cn2nnc3c(=O)[nH]c(C4CCCN(S(=O)(=O)c5ccccc5)C4)nc32)cc1 (stereo unspecified)	2.7%
Cc1noc(C)c1C(=O)Nc1ccc(F)c(F)c1	1.6%
CCOC(=O)c1c(NC(=O)Cn2nnc(-c3ccc(Cl)cc3)n2)sc(CC)c1C	-13.0%
CCOC(=O)CSc1nnc2cc(C)c3ccccc3n12	11.4%
O=[N+]([O-])c1ccc2c(c1)oc1ccccc12	7.0%
CCCCC1CCC(C(=O)Nc2ccccc2)CC1 (stereo unspecified)	11.2%
CCc1ccc(N2C(=O)c3sc4nnc(-c5ccccc5)c(=O)n4c3C2=O)cc1	-13.3%
O=c1[nH]c2cc3c(cc2cc1CN(CCO)S(=O)(=O)c1ccccc1Cl)OCCO3	11.2%
CC(=O)Oc1oc(-c2ccccc2)nc1C=Nc1ccccc1	-10.2%
CCCc1cc(N2CCN(C(=O)c3ccco3)CC2)n2c(nc3ccccc32)c1C#N	-13.7%
O=C(NC1CCCCC1)C(c1cccs1)N(C(=O)c1ccco1)c1ccc2c(c1)OCCO2 (stereo unspecified)	-9.7%
CC(=O)c1cccc(NC(=O)CCC2CCCC2)c1	-2.7%
Cn1c(=NC(=O)CCl)sc2ccccc21	98.2%*
CCCCN(CC)C(=O)Cn1cnc2ccc(S(=O)(=O)N3CCC(C)CC3)cc2c1=O	-1.2%
Cc1c(C(=O)c2ccc(Cl)c(Cl)c2)cnc2cc3c(cc12)OCO3	-22.1%
O=S(=O)(c1ccc(Oc2ccc(Cl)cc2)c(S(=O)(=O)N2CCCCC2)c1)N1CCCCC1	2.8%
CCOC(=O)c1cnc2ccc(OCC)cc2c1N1CCN(c2ccccc2)CC1	-29.8%
CCOC(=O)C1=C(C)NC(=O)NC1c1ccccc1 (stereo unspecified)	-0.5%
CCN(CC)c1ccc(C=Nc2ccc(C)cc2)c(O)c1	9.4%
CCSc1nc(O)c(Cc2ccccc2)c(=O)[nH]1	1.7%

High-throughput results: PubChem BioAssay, Sanford-Burnham Center for Chemical Genomics
